# From PubChem BioAssay
# DAX1 inh-1 = inhibits human nuclear receptor DAX1. inhibition, % at 6.75 µM. 340,000 tested, 0.99% active. HEK293 Gal4-DAX1 luciferase reporter, luminescence. AID 504766;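 active = inhibition above the mean over all tested compounds plus 3 SD, cut at about 4.2% in these data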;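 note: 0% = DAX1-transfected cells with DMSO and 100% = empty-vector control cells with DMSO; inhibition shows as a rise in luminescence from relieved DAX1 repression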
# GC-A act = GC-A (human) enzyme activation; HEK293 GC-A cells, cGMP TR-FRET, EC30 ANP; 0% at EC30 ANP, 100% saturating ANP; activation, % at 10 µM; 370,000 tested, 0.14% active; AID 1671463; in the data active = activation above about 40%
# Target sequence (P16066 whole entry, looked up): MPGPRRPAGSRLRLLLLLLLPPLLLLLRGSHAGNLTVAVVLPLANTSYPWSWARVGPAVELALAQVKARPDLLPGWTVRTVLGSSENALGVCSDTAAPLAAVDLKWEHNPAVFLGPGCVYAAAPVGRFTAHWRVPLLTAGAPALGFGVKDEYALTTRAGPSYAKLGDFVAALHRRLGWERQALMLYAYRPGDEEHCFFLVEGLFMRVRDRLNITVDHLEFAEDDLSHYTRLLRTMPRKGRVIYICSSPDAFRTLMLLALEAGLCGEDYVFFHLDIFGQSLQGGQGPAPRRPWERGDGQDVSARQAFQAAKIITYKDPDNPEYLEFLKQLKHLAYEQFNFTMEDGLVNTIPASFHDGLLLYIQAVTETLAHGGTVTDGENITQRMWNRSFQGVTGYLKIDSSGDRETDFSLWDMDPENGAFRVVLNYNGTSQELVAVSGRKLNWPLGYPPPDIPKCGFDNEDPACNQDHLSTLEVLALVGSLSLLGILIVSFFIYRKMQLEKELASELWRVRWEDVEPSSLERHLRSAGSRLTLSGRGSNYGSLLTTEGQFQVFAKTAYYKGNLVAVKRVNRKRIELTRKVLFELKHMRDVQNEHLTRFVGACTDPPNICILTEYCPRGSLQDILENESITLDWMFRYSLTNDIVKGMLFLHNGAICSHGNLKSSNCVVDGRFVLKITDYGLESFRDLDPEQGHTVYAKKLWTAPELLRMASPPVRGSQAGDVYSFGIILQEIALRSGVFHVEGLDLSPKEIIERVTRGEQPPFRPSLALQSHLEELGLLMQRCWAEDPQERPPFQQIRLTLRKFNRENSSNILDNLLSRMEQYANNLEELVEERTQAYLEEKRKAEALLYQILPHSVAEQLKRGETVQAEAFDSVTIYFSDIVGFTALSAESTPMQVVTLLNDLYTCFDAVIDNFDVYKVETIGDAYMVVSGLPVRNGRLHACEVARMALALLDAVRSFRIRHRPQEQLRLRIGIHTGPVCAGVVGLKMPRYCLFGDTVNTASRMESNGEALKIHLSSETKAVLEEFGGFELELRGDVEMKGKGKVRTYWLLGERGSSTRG
# hcDAF12 agonist = activates DAF-12 receptor from parasite H. contortus | AID 652067 | 370,000 tested, 1.4% active | HEK293 hcDAF-12 lit1-tk-luc reporter, luminescence; 0% DMSO, 100% Δ7-dafachronic acid | activation, % at 6.8 µM;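 active = activation above the mean of all tested compounds plus 3 SD, cut at about 5.5% in these data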;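 note: 100% = response to 3 µM Δ7-dafachronic acid high control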
# SMARCA2 act = SMARCA2 function activation, primary screen. MG213 cells, MMTV-luciferase reporter, dexamethasone, overnight. activation, % at 9.1 µM. 370,000 tested, 1% active; in the data active = activation above about 7.8%;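 note: 0% = vehicle wells and 100% = reference activator wells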
# proKLK7 act = activators of human kallikrein-7 zymogen. activation, % at 7 µM. purified proKLK7, EDANS-DABCYL substrate fluorescence; 100% is mature enzyme control, 0% vehicle. 370,000 tested, 0.9% active;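 active = activation above the mean of all tested compounds plus 3 SD, computed per campaign excluding outliers beyond control limits, cut at about 13% in these data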
# FXN GAA850 act = activators of GAA850 frataxin (FXN) promoter; HEK293 lucGAA850 FXN promoter luciferase reporter, 24 h; percent of 10 µM SAHA response; activation, % at 6 µM; 360,000 tested, 0.56% active;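 active = activation above the average of all compounds screened plus 3 SD, cutoff fixed separately per campaign, cut at about 7.5% in these data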;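 note: 0% = DMSO wells and 100% = 10 µM SAHA wells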
# HGIII-sPLA2 inh = Inhibits HGIII-sPLA2 liposome hydrolysis, primary screen; inhibition, % at 12.2 µM; QFRET BODIPY PC-A2 liposome hydrolysis, fluorescence; 370,000 tested, 0.56% active; Q9NZ20; AID 743126;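 active = inhibition above mean plus 3 SD of compounds lying within the high and low control bounds, cut at about 19% in these data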;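 note: 0% = median of test compound wells and 100% = no enzyme DMSO wells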
# ssDAF12 agonist = activators of S. stercoralis DAF-12 nuclear receptor | activation, % at 6.8 µM | HEK293 ssDAF-12/GRIP1 lit1-tk-luc reporter, luminescence; % of 3 µM dafachronic acid response | 370,000 tested, 1% active;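 active = activation above the mean over all tested compounds plus 3 SD, cut at about 0.9% in these data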;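 note: 0% = DMSO-only wells and 100% = 3 µM delta7-dafachronic acid wells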
# DAX1 inh-2 = blocks DAX1 repression of SF-1 activated StAR promoter; HEK293T StAR-luciferase reporter, SF-1/DAX-1 repression relief; AID 652010; inhibition, % at 6.8 µM; 370,000 tested, 1.1% active;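 active = inhibition above the mean over all tested compounds plus 3 SD, cut at about 3.6% in these data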;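 note: 0% = DAX-1 cells with DMSO and 100% = cells lacking DAX-1 with DMSO; higher inhibition means more luminescence from relief of DAX-1 repression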
# GC-B act = GC-B (human) receptor activation | P20594 | HEK293-GC-B cells, CNP EC30, cGMP TR-FRET; 0% at EC30 CNP, 100% saturating CNP | activation, % at 10 µM | 370,000 tested, 0.11% active | AID 1920062;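 active = activation at 10 µM reaching about 35% in either raw or pattern-adjusted values, limit read from the data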
# hgDAF-12 ag = activates the H. glycines DAF-12 receptor ligand-binding domain | HEK293 GAL4-hgDAF12 UAS-luciferase reporter, agonist luminescence; normalized to butyrate control | AID 687014 | activation, % at 6.8 µM | 370,000 tested, 1.8% active;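 active = activation above a cutoff set at the mean of all screened compounds plus 3 SD, cut at about 10% in these data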;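 note: 0% = DMSO wells and 100% = sodium butyrate wells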
# * hit, by the source's call; nt = no result given. The list is partial; the hit share may differ from the screen's.
SMILES,DAX1 inh-1,GC-A act,hcDAF12 agonist,SMARCA2 act,proKLK7 act,FXN GAA850 act,HGIII-sPLA2 inh,ssDAF12 agonist,DAX1 inh-2,GC-B act,hgDAF-12 ag
C/C(=N\Nc1ccccc1)c1c(O)[nH]c(=O)[nH]c1=O,0.3,4,1.3,0,0.2,0.3,1,-0.8,0.3,-6,-0.4
Cc1cc(NC(=O)COC(=O)c2c(C)nn(Cc3ccccc3Cl)c2C)no1,0.1,0,-1.4,-2,-0.8,-0.2,3,-1.2,-0.2,7,0.4
COc1cc2c(cc1OC)C(C(=O)N1CCC3(CC1)OCCO3)C(c1ccccc1F)N(C)C2=O (configuration not stated),1.7,-4,-1.0,-4,-0.3,-1.9,7,-0.9,-0.7,-12,-1.6
O=c1[nH]c(=O)n(Cc2ccco2)c(O)c1C=NC1CCN(Cc2ccccc2)CC1,nt,-2,-1.0,-1,0.1,1.8,-3,-0.8,-0.5,-3,0.4
CC(C)CCNC(=O)c1c(N)n(Cc2ccc3c(c2)OCO3)c2nc3ccccc3nc12,0.3,13,-2.9,-4,-1.1,-2.0,4,-1.3,-1.6,13,-2.4
CC1(C)C(c2ccccc2)=NC(c2cccnc2)=[N+]1[O-],-0.5,-1,-1.8,-2,0.1,-1.9,2,-0.6,-0.9,3,-0.3
O=c1cccc2n1CC1CC2CN(C(c2ccccc2)c2sc3ncnn3c2O)C1 (configuration not stated),0.9,4,1.2,0,0.4,0.3,-2,-1.7,-1.6,6,1.4
C/C(=N\NC(=S)Nc1ccccc1)c1c(O)n(C)c(=O)n(C)c1=O,1.5,-3,4.2,1,0.3,4.7,-2,0.3,1.0,1,11*
CN1C(=O)N(C)C(=O)C2(Cc3cc([N+](=O)[O-])ccc3N(C)C2)C1=O,-0.3,-1,0.8,-2,0.2,-0.5,1,-1.4,0.0,4,-1.7
O=C(CNC(=O)OCc1ccccc1)Nc1ccc(Br)cc1C(=O)c1ccccc1,0.5,-25,-1.4,3,0.4,-0.3,-12,-1.6,-0.7,-17,-1.2
Clc1cccc(Cl)c1Cl,1.7,-1,1.3,-5,0.5,2.9,8,-0.5,1.2,1,6.2
CCOc1cc2c(cc1OCC)-n1cccc1C(c1c(O)cccc1OC)NC2 (configuration not stated),-0.6,-2,-0.8,-3,1.0,-3.4,-18,-1.3,-0.6,-5,-1.4
CCOC(=O)N1CCN(C(C)C(=O)c2c[nH]c3ccccc23)CC1 (configuration not stated),1.0,-4,4.8,-4,0.2,2.3,0,0.2,-0.5,3,-1.8
CNC(=O)C[C@H]1CC[C@@H]2NC[C@H](O)COC[C@H]2O1,nt,0,0.1,2,0.0,nt,5,0.7,3.1,2,1.2
CCOc1cc2c(cc1OCC)-n1cccc1C(c1cc(OC)ccc1F)NC2 (configuration not stated),-0.6,-17,-1.2,-2,-1.1,1.1,-7,-1.7,-0.1,-12,-3.1
CC1=C(C)CC2(C(=O)NC(=S)NC2=O)C(C)C1 (configuration not stated),3.3,2,1.1,-1,0.0,0.7,-4,-1.1,-0.8,1,2.3
O=c1[nH]c(O)c(N=Nc2cc(C(F)(F)F)ccc2Cl)c(=O)[nH]1,0.0,2,-0.3,0,0.2,-1.5,-5,-1.0,0.6,-3,-5.0
CCc1c(C(=O)NN2C(=O)C3C4CCC(O4)C3C2=O)csc1C (configuration not stated),0.5,5,-1.7,2,0.1,0.6,2,-0.9,-0.1,1,2.0
CCOC(=O)c1cccc(-[n+]2c(-c3ccccc3)cc(-c3ccccc3)cc2-c2ccccc2)c1,-2.4,-1,-4.5,-6,-0.5,-2.9,13,-2.1,-1.4,-6,-6.6
O=Cc1cn(Cc2ccc(Br)cc2)c2ccccc12,0.8,-4,-0.3,-1,-0.2,-4.9,0,-0.3,-0.6,-9,-1.4
COc1cc(/C=C2\C(=O)NC(=O)N(c3ccc(C)cc3)C2=O)cc(OC)c1O,-0.7,0,-1.1,1,0.3,-2.4,-7,-0.8,-0.1,0,-1.4
CCC1(c2ccccc2)C(=O)NC(=S)NC1=O,1.4,0,-1.6,2,0.4,-2.2,1,-0.9,-0.2,3,-1.8
CCOc1cccc(CNCCc2c(C)[nH]c3ccc(OC(F)(F)F)cc23)c1O,-3.7,-60,-5.1,-6,0.3,5.1,-25,-2.3,-1.4,-20,-6.1
CN(C)C(=O)Oc1ccc(Br)cc1C(=O)Nc1ccc(F)c(Cl)c1,-0.8,-6,1.0,-1,0.2,0.5,0,-1.1,0.0,10,2.2
CCOc1ccccc1-n1c(O)c(C=Nc2c(C)n(C)n(-c3ccccc3)c2=O)c(=O)[nH]c1=O,-0.6,6,0.4,-2,-0.6,3.2,8,-1.6,0.0,1,0.6

# A different layout for some results above:
Compound | DAX1 inh-1 | GC-A act | hcDAF12 agonist | SMARCA2 act | proKLK7 act | FXN GAA850 act | HGIII-sPLA2 inh | ssDAF12 agonist | DAX1 inh-2 | GC-B act | hgDAF-12 ag
CC1=C(C)CC2(C(=O)NC(=S)NC2=O)C(C)C1 (configuration not stated) | 3.3 | 2 | 1.1 | -1 | 0.0 | 0.7 | -4 | -1.1 | -0.8 | 1 | 2.3
O=c1[nH]c(O)c(N=Nc2cc(C(F)(F)F)ccc2Cl)c(=O)[nH]1 | 0.0 | 2 | -0.3 | 0 | 0.2 | -1.5 | -5 | -1.0 | 0.6 | -3 | -5.0
CCc1c(C(=O)NN2C(=O)C3C4CCC(O4)C3C2=O)csc1C (configuration not stated) | 0.5 | 5 | -1.7 | 2 | 0.1 | 0.6 | 2 | -0.9 | -0.1 | 1 | 2.0
CCOC(=O)c1cccc(-[n+]2c(-c3ccccc3)cc(-c3ccccc3)cc2-c2ccccc2)c1 | -2.4 | -1 | -4.5 | -6 | -0.5 | -2.9 | 13 | -2.1 | -1.4 | -6 | -6.6
O=Cc1cn(Cc2ccc(Br)cc2)c2ccccc12 | 0.8 | -4 | -0.3 | -1 | -0.2 | -4.9 | 0 | -0.3 | -0.6 | -9 | -1.4
COc1cc(/C=C2\C(=O)NC(=O)N(c3ccc(C)cc3)C2=O)cc(OC)c1O | -0.7 | 0 | -1.1 | 1 | 0.3 | -2.4 | -7 | -0.8 | -0.1 | 0 | -1.4
CCC1(c2ccccc2)C(=O)NC(=S)NC1=O | 1.4 | 0 | -1.6 | 2 | 0.4 | -2.2 | 1 | -0.9 | -0.2 | 3 | -1.8
CCOc1cccc(CNCCc2c(C)[nH]c3ccc(OC(F)(F)F)cc23)c1O | -3.7 | -60 | -5.1 | -6 | 0.3 | 5.1 | -25 | -2.3 | -1.4 | -20 | -6.1
CN(C)C(=O)Oc1ccc(Br)cc1C(=O)Nc1ccc(F)c(Cl)c1 | -0.8 | -6 | 1.0 | -1 | 0.2 | 0.5 | 0 | -1.1 | 0.0 | 10 | 2.2
CCOc1ccccc1-n1c(O)c(C=Nc2c(C)n(C)n(-c3ccccc3)c2=O)c(=O)[nH]c1=O | -0.6 | 6 | 0.4 | -2 | -0.6 | 3.2 | 8 | -1.6 | 0.0 | 1 | 0.6

# The listing continues.
SMILES,DAX1 inh-1,GC-A act,hcDAF12 agonist,SMARCA2 act,proKLK7 act,FXN GAA850 act,HGIII-sPLA2 inh,ssDAF12 agonist,DAX1 inh-2,GC-B act,hgDAF-12 ag
CN(C)c1ccc(CCN2CCOCC2)cc1,1.4,0,3.4,5,-0.5,2.3,9,1.2*,0.9,-3,11*
COc1ccc(CCNC(=O)COC(=O)Cc2ccccc2)cc1,0.7,0,1.8,0,-0.3,0.2,-6,-1.2,-1.6,5,3.8
COc1ccc(CCn2c(O)c(C=Nc3ccc(F)cc3)c(=O)[nH]c2=O)cc1OC,nt,5,1.1,-3,0.1,-0.9,-6,-1.4,-0.1,1,-0.9
C/C(=N\N1CCCCC1)c1c(O)[nH]c(=O)[nH]c1=O,0.8,1,-0.7,-1,0.1,4.6,8,-0.9,0.5,3,4.3
CCOc1ccc(-c2cc(C)[n+](CCN3CCOCC3)c(-c3ccc(OCC)cc3)c2)cc1,1.1,3,-0.9,-4,25*,1.5,-1,-1.6,-0.2,4,-3.9
Cc1ccccc1-n1c(C)cc(/C=C2/C(=O)NC(=O)N(Cc3ccco3)C2=O)c1C,-0.9,-19,1.4,2,-0.8,0.2,-9,-0.5,-0.7,-10,-0.7
CC12CN3CC(C)(CN(C1)C31CCOCC1)C2=O,-0.7,1,-0.4,2,-0.6,-1.5,-4,-1.6,-0.4,4,-0.1
CCn1cc(C(=O)c2ccccc2)c2ccccc21,-1.0,-4,-1.0,-2,0.5,1.0,2,-1.3,-0.7,0,3.0
CCn1c(P(C)(=O)O)nc2cc(NC(=O)c3ccccc3F)ccc21,0.5,3,-0.4,-1,0.0,-0.6,-1,0.2,-0.6,-1,2.3
O=C(NC1CCCCC1)N1Cc2cc(-c3cccc(F)c3)ccc2-n2nncc2C1,nt,-1,-0.5,-3,0.2,nt,7,-1.1,0.6,-1,2.9
CS(=O)(=O)c1ccc(C2=C(CNC(=O)c3cccs3)[C@H]3CC[C@@H](C2)N3Cc2ccccc2)cc1,-0.4,-5,2.2,-4,-0.1,-1.8,0,-0.5,0.5,-6,1.3
C/C=C/CC#N,0.0,2,-1.9,-4,-0.6,2.0,4,-0.8,1.1,5,-1.3
Cc1nc2ccc(Cl)cn2c1P(=S)(N1CCOCC1)N1CCOCC1,-0.7,0,-2.2,1,-0.9,-1.9,-2,-1.2,-0.4,-2,3.1
CCCC(C)C1(CC)C(=O)NC(=O)N=C1N (configuration not stated),0.3,2,-0.2,2,-0.2,2.5,-1,-1.0,0.1,4,4.2
Cc1cccc(NC(=O)COC(=O)c2cc(C)n(C3CC3)c2C)c1,0.8,1,-1.1,-3,-0.1,0.3,9,-0.7,-0.4,5,-2.3
CS(=O)(=O)c1ccc(C2=C(CNC(=O)c3ccncc3)[C@H]3CC[C@@H](C2)N3Cc2ccco2)cc1,2.2,3,-0.6,-1,0.1,0.7,4,-0.7,1.2,3,0.1
C[C@]12CC[C@@H]3c4ccc(O)c(O)c4CC[C@H]3[C@@H]1CC[C@@H]2O,-0.9,3,-1.7,-4,0.6,4.7,-8,-1.6,-0.9,-4,-3.4
C[C@]12CCC3C(CC[C@H]4C[C@H](OC(=O)c5cccnc5)CC[C@]34C)C1CCC2=O (some centres not stated),-0.7,4,-0.7,3,5.5,-1.4,-6,-1.5,0.8,4,-1.5
O=P1(Oc2ccccc2)C[C@@H](O)[C@@H](O)[C@H](COCc2ccccc2)O1 (some centres not stated),1.7,-1,0.0,1,0.0,0.0,11,-0.3,0.0,-3,0.2

# Part of the list above, set out differently.
canonical_smiles	DAX1 inh-1	GC-A act	hcDAF12 agonist	SMARCA2 act	proKLK7 act	FXN GAA850 act	HGIII-sPLA2 inh	ssDAF12 agonist	DAX1 inh-2	GC-B act	hgDAF-12 ag
C[C@]12CC[C@@H]3c4ccc(O)c(O)c4CC[C@H]3[C@@H]1CC[C@@H]2O	-0.9	3	-1.7	-4	0.6	4.7	-8	-1.6	-0.9	-4	-3.4
CCn1c(P(C)(=O)O)nc2cc(NC(=O)c3ccccc3F)ccc21	0.5	3	-0.4	-1	0.0	-0.6	-1	0.2	-0.6	-1	2.3
